Polio RdRp inh – poliovirus RdRp elongation inhibitors, primary screen, biochemical, fluorescence polarization, total intensity; Genome polyprotein (Poliovirus type 1 (strain Mahoney)), P03300; poliovirus polymerase elongation; stronger effect = lower value; % elongation, % (compound at 16.7 µg/mL); actives 0.66% (n = 150,000); AID 588519, 2011; in the data active = % elongation below about 90%; also: some results filed as inactive read as strong as hits
Target sequence (P03300 1749-2209 limits assumed): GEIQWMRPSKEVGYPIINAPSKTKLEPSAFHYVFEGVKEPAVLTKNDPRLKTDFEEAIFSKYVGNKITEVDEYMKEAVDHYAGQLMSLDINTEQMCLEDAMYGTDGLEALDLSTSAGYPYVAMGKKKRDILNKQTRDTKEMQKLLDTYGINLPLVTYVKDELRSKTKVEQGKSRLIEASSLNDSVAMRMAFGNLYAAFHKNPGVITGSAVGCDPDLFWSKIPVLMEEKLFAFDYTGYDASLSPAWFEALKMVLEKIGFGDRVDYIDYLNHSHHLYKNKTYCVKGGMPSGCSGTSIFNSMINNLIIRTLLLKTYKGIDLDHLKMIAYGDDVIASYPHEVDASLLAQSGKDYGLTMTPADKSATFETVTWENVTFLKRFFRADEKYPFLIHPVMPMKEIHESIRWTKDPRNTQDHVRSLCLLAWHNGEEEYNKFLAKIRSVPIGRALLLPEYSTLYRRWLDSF
Polio RdRp inh FP z-score – second read-out of Polio RdRp inh, no call of its own (marks repeat the call); z-score; measured here: FP z-score; hits read low
The depositor's hits bear a star. A portion of the library; the hit share may differ from the screen's.

SMILES	Polio RdRp inh	Polio RdRp inh FP z-score
Cc1ccc(C(=O)NC(C(C)C)C(C)C)cc1	100.0	0.1
CCC(Sc1nc2ncccc2[nH]1)C(=O)NC1CCC(C)CC1 (configuration not stated)	103.0	0.2
O=C(N/N=C/c1cccs1)c1ccc(N2CCCC2=O)cc1	102.0	0.4
CCN(CC)Cn1[nH]c(=O)ccc1=O	99.0	-0.3
O=C(COCc1cc(-c2ccc(F)cc2)on1)Nc1cc(F)ccc1F	102.0	-0.1
CC1Sc2ccc(S(=O)(=O)CCC(=O)N(C)Cc3ccccc3)cc2NC1=O (configuration not stated)	101.0	-0.3
Cc1ccc(SC(C)C(=O)Nc2ncn[nH]2)cc1 (configuration not stated)	100.0	-0.8
Cc1ccc(OCCNC(=O)Cc2ccsc2)cc1	104.0	0.1
CN1C(=O)c2ccccc2Sc2ccc(NC(=O)NCc3ccco3)cc21	101.0	-0.2
Cc1c(C(=O)NCCCN2CCOCC2)cc(C(C)(C)C)n1-c1ccccc1	102.0	0.1
N#Cc1c(C(F)(F)F)cc(-c2cccs2)nc1SCC(=O)c1ccccc1	110.0	0.9
O=C(Nc1ccc(F)cc1F)c1ccccc1C(F)(F)F	101.0	0
O=C(NC1CCCCC1)C(c1ccco1)N(Cc1cccs1)C(=O)C(F)(F)F (configuration not stated)	102.0	0
Cc1c(C(=S)Nc2ccccc2)sc2ccccc12	98.0	-1.1
COc1ccc(-c2nc(SCC(=O)Nc3ccc4c(c3)OCCO4)c(-c3ccccc3)[nH]2)cc1	112.0	0
COc1ccc(OCCCC(=O)N2CCN(S(=O)(=O)c3ccccc3C(F)(F)F)CC2)cc1	102.0	-0.1
O=C(Nc1nnc(S(=O)(=O)N2CCCc3ccccc32)s1)c1cccc(F)c1	111.0	0.6
O=C(COc1ccc(Oc2ccccc2)cc1)NCc1cn2ccccc2n1	100.0	-0.7
CCCCn1c(-c2ccc(S(=O)(=O)N3CCOCC3)cc2)csc1=Nc1ccccc1	102.0	-0.3
Cc1ccccc1NCC(=O)N1CCc2ccccc21	101.0	-0.1
CCOc1ccc(C2Nc3ccccc3-c3nnc(SCc4ccccc4)nc3O2)cc1OC (configuration not stated)	101.0	-1.3
COc1cccc(NC(=O)c2ccnc(C(C)(C)C)c2)c1	100.0	-0.1
CCOC(=O)N1CCc2c(sc3c2c(=O)n(-c2ccc(CC)cc2)c(=O)n3C)C1	107.0	0.7
Cc1occc1-c1nnc2n1N=C(c1ccc(-c3cc(Cl)ccc3Cl)o1)CS2	100.0	-0.4
COc1ccc(NC(=O)CSCC(=O)O)cc1	102.0	-0.1
CN(Cc1cccc(Cl)c1Cl)CC(O)COCc1ccccc1 (configuration not stated)	108.0	0.9
NC(=O)c1c(NC(=O)CN(CCO)c2ccccc2)sc2c1CCC2	108.0	0.8
O=S(=O)(c1ccc(-n2cnnn2)cc1)N1CCCCCCC1	103.0	0.7
O=c1[nH][nH]c(=O)n1CCCc1cc2cccc3ccc4cccc1c4c32	106.0	0.3
Cc1c(C(=O)NCc2cccc(F)c2)oc2c1-c1[nH]ncc1CC2	102.0	-1.1
O=C(O)c1ccc(N=NN2CCCCC2)cc1	101.0	-0.2
CC1CCN(c2ncccc2C(=O)NC2CCCCC2)CC1	105.0	1.3
COc1ccc(N(C(C)=O)S(=O)(=O)c2cc(OC)ccc2OC)cc1	101.0	0.1
Cc1c(C(=O)NC(C)C)oc2ccccc12	100.0	0
CCCc1[nH]n(-c2nc3ccccc3s2)c(=O)c1C(C)=Nc1ccc(C(=O)OCC)cc1	102.0	0
CN(C)C(=S)SCC(=O)Nc1cccnc1Cl	107.0	0.6
CCOC(=O)N1CCC(NC(=O)Cn2ncc3c(=O)oc4ccc(C)cc4c32)CC1	101.0	0
COc1cccc(C2C=C(c3ccc(C)c(C)c3)Nc3nnnn32)c1OC (configuration not stated)	102.0	-0.2
COC(=O)C1=C(N)Oc2cc(C)[nH]c(=O)c2C1c1ccccc1OC (configuration not stated)	101.0	0.2
CCn1ncc(C2=NOC(C(=O)NC3CCCCC3)C2)c1C (configuration not stated)	104.0	1.1
CCOC(=O)c1c(C)[nH]c(C)c1S(=O)(=O)N1CCC(C(=O)Nc2ccccn2)CC1	107.0	0.1
CC(=O)ONC(=Nc1ccccc1C)c1nonc1N	105.0	0.8
Cc1nn(C(C)C(=O)NC2CCCCC2)c(=O)c2c1sc1ccccc12 (configuration not stated)	112.0	0.3
CCC(C)NC(=O)C1CCCN(S(=O)(=O)c2cccc3cccnc23)C1 (configuration not stated)	101.0	0
CCC(Cn1nnc2ccccc2c1=O)NC(=O)Nc1ccc(C)c(C)c1 (configuration not stated)	106.0	-0.1
CCCCN(Cc1ccco1)C(=O)Cn1ncc2c([nH]c3ccccc32)c1=O	115.0	1.9
O=C(NC1CCCC1)C(c1ccncc1)N(Cc1cccs1)C(=O)c1csnn1 (configuration not stated)	108.0	0.5
COCCn1c(SCC(N)=O)nc2sc3c(c2c1=O)CCCC3	99.0	-0.4
CCC(Oc1ccccc1F)C(=O)Nc1c(C(=O)c2ccccc2)oc2ccccc12 (configuration not stated)	107.0	0.5
O=C(O)C1C2CCC(C2)C1C(=O)c1ccccc1 (configuration not stated)	109.0	0.5

Remaining list, next part:
SMILES	Polio RdRp inh	Polio RdRp inh FP z-score
CCC1CCCCN1S(=O)(=O)c1cc2c(cc1C)NC(=O)CO2 (configuration not stated)	97.0	-1.9
CCOC(=O)c1ccc(NC(=O)c2nsc3ccccc23)cc1	110.0	1
CCc1ccccc1NS(=O)(=O)c1ccc2c(c1)CC(C)N2C(=O)C1CC1 (configuration not stated)	101.0	0
Cc1c(C)c2c(c(C)c1O)CCC(C)(CCCC(C)CCCC(C)CCCC(C)C)O2 (configuration not stated)	97.0	0
CC(C)(C)c1cc(-n2nc3ccccc3n2)c(O)c(C(C)(C)C)c1	104.0	0.7
O=C(c1ccccc1O)N1CCN(c2ccccc2)CC1	98.0	-0.2
COc1cccc(CNC(=O)N2CCc3c(sc4c3CCCC4)C2c2ccc(F)cc2)c1 (configuration not stated)	106.0	0
Cc1csc(/N=C/N(C)C)n1	104.0	0.2
CCN(CC)S(=O)(=O)c1ccc2c(c1)N(CC(=O)Nc1cccc(C(C)=O)c1)C(=O)CO2	107.0	0.4
CCCCOc1ccc(C(=O)Nc2nnc3n2CCS3)cc1	101.0	-1.4
CSc1cccc(NC(=O)CN(C)S(=O)(=O)c2ccc3c(c2)CC(C)N3C(C)=O)c1 (configuration not stated)	103.0	0.5
N#CCc1ccccc1C(=O)O	97.0	-0.2
O=C(OCC(=O)N1CCCC1)c1cc(-c2ccco2)nc2ccccc12	95.0	-0.8
O=C1OC(C(=O)NCCc2ccccc2)Cc2ccccc21 (configuration not stated)	101.0	-0.3
Cn1c(SCc2nc(-c3cccs3)no2)nnc1-c1ccncc1	104.0	0.4
Cc1c(Cl)ccc2c(=O)c(C(=O)O)c[nH]c12	105.0	0.8
Cc1ccc(/C=N/n2cnc3sc4c(c3c2=O)CCCC4)o1	99.0	-0.2
Cc1cc(C)nc(NNC(=O)NC2CCCCC2)n1	101.0	0.1
CCCSCCCNC(=O)c1ccc2c(c1)sc1nc(-c3ccc(OCC)cc3)cn12	104.0	-0.4
COc1ccc(OCCn2cc(C#N)c3ccccc32)cc1	101.0	-0.5

A second format for 18 compounds above.
Fields – Polio RdRp inh | Polio RdRp inh FP z-score
- CCc1ccccc1NS(=O)(=O)c1ccc2c(c1)CC(C)N2C(=O)C1CC1 (configuration not stated)
  101.0 | 0
- Cc1c(C)c2c(c(C)c1O)CCC(C)(CCCC(C)CCCC(C)CCCC(C)C)O2 (configuration not stated)
  97.0 | 0
- CC(C)(C)c1cc(-n2nc3ccccc3n2)c(O)c(C(C)(C)C)c1
  104.0 | 0.7
- O=C(c1ccccc1O)N1CCN(c2ccccc2)CC1
  98.0 | -0.2
- COc1cccc(CNC(=O)N2CCc3c(sc4c3CCCC4)C2c2ccc(F)cc2)c1 (configuration not stated)
  106.0 | 0
- Cc1csc(/N=C/N(C)C)n1
  104.0 | 0.2
- CCN(CC)S(=O)(=O)c1ccc2c(c1)N(CC(=O)Nc1cccc(C(C)=O)c1)C(=O)CO2
  107.0 | 0.4
- CCCCOc1ccc(C(=O)Nc2nnc3n2CCS3)cc1
  101.0 | -1.4
- CSc1cccc(NC(=O)CN(C)S(=O)(=O)c2ccc3c(c2)CC(C)N3C(C)=O)c1 (configuration not stated)
  103.0 | 0.5
- N#CCc1ccccc1C(=O)O
  97.0 | -0.2
- O=C(OCC(=O)N1CCCC1)c1cc(-c2ccco2)nc2ccccc12
  95.0 | -0.8
- O=C1OC(C(=O)NCCc2ccccc2)Cc2ccccc21 (configuration not stated)
  101.0 | -0.3
- Cn1c(SCc2nc(-c3cccs3)no2)nnc1-c1ccncc1
  104.0 | 0.4
- Cc1c(Cl)ccc2c(=O)c(C(=O)O)c[nH]c12
  105.0 | 0.8
- Cc1ccc(/C=N/n2cnc3sc4c(c3c2=O)CCCC4)o1
  99.0 | -0.2
- Cc1cc(C)nc(NNC(=O)NC2CCCCC2)n1
  101.0 | 0.1
- CCCSCCCNC(=O)c1ccc2c(c1)sc1nc(-c3ccc(OCC)cc3)cn12
  104.0 | -0.4
- COc1ccc(OCCn2cc(C#N)c3ccccc32)cc1
  101.0 | -0.5

Next section
SMILES	Polio RdRp inh	Polio RdRp inh FP z-score
CCc1ccc(NC(=O)Cn2cnc3c(cnn3C)c2=O)cc1	102.0	0.4
CCN(CC)CCCNc1cc(C)c2ccc(OC)cc2n1	96.0	-1.5
Cc1ccc(-n2ncc3c(Nc4cccc(C)c4)ncnc32)cc1	111.0	1.2
Cc1noc(C)c1COc1ccc(C(=O)Nc2ccc(F)c(Cl)c2)cc1	103.0	-0.1
Oc1ccc(/C=C2/NC(=S)Nc3nc(Nc4ccccc4)sc32)cc1	123.0	2
C=CCn1c2ccc(Br)cc2c2nc3ccccc3nc21	101.0	-0.2
Cn1nc(-c2ccccc2F)c2cc(C(=O)Nc3ccc(S(N)(=O)=O)cc3)sc21	100.0	-0.5
CCOC(=O)/C(C#N)=C1\CCCCCN1	103.0	0.7
CC(Oc1ccccc1)C(=O)Nc1ccc(-c2nnc(-c3ccccc3)o2)cc1 (configuration not stated)	100.0	-1.1
Oc1cccc(Nc2cc(-c3ccccc3)ncn2)c1	103.0	-0.9
O=C(Cn1nc(Cc2cccnc2)c2ccccc2c1=O)NCCc1ccc(Cl)cc1	100.0	-0.2
Cc1cc(C)nc(N/N=C/c2c(O)n(C)c(=O)n(C)c2=O)n1	103.0	0.1
CCOC(=O)c1cc(-c2ccccc2)n(CCC(=O)NC2CCCCC2)c1C	98.0	-0.9
CCc1ccc(N2C(N)=C(C#N)C(c3cccc(Cl)c3)c3c(C)noc32)cc1 (configuration not stated)	103.0	0.2
O=S(=O)(c1ccc(Cl)cc1)N1CCNCC1	102.0	0.1
CCOC(=O)c1sc(N)c(C#N)c1CSc1nnc2ccccn12	105.0	0.3
CC(=O)c1ccc(N2C(=O)N(CC(=O)c3ccc(C)cc3)c3ccccc3S2(=O)=O)cc1	104.0	-0.7
O=C(O)/C=C/c1cn(-c2ccccc2)nc1-c1ccccc1	100.0	-0.4
COc1ccc(Cl)cc1C(=O)Nc1c2c(nn1-c1ccc(Cl)cc1)CS(=O)(=O)C2	110.0	0.5
O=C(C1CCN(S(=O)(=O)c2cccs2)CC1)N1CCCC1c1nc2ccccc2s1 (configuration not stated)	100.0	0
C=CCn1cnnc1SCC(=O)c1cc(C)n(CC(F)(F)F)c1C	107.0	1.1
Cc1ccc(C)c(NC(=O)CCn2nc(C)c3c(C)n(-c4ccccc4)nc3c2=O)c1	100.0	-1.7
O=C(CC1N=C2c3ccccc3N=C(SCC(=O)c3ccccc3)N2C1=O)NCCc1ccccc1 (configuration not stated)	100.0	-0.3
Cc1cc2ccccc2n1CCNC(=O)Cc1cccc2ccccc12	101.0	-0.1
COCCN1C(=O)c2ccccc2N2C(=O)CCC12C(=O)Nc1ccc(C)cc1 (configuration not stated)	101.0	-0.3
Cc1nn(C)c2c1c(C(F)(F)F)cc(=O)n2C(C)C(=O)Nc1ccccc1F (configuration not stated)	104.0	-0.4
Cc1nnc2sc(-c3cccc(NC(=O)c4cccc(F)c4)c3)nn12	103.0	0.2
CCCn1c(=O)n(CCC)c2c(C)cc(C)cc21	118.0	1.7
CC(C)CN(CC(C)C)C(=O)CSc1nc2ccccc2[nH]1	105.0	1.4
CC(=O)N1C(=O)/C(=C(\C#N)C(=O)NCCc2ccccc2)c2ccccc21	102.0	0.2
COc1ccc(C(=O)n2nc(-c3ccco3)nc2NCc2cccs2)cc1	109.0	0.4
Cn1nnnc1SCCCNCc1cccc(OCc2ccccc2Cl)c1	108.0	0.2
Cc1ccc(/C=C/c2onc(C)c2S(=O)(=O)N2CCC(C(=O)NCc3ccc(OC(C)C)cc3)CC2)cc1	107.0	0
COC(=O)c1c(NC(=O)/C(C#N)=C/c2ccccc2)sc2c1C(C(=O)OC)CC2 (configuration not stated)	102.0	-0.4
Cc1cc(SCC(=O)Nc2ncc(Cl)cc2Cl)nc2ccccc12	103.0	0.9
CNC(=O)CCCN1C(=O)c2ccccc2C1=O	102.0	0.6
COc1cc(C)c2c(=O)c(-c3nc(C)cs3)coc2c1	103.0	0.4
COc1ccc(-c2csc(-c3ccc(O)cc3)n2)cc1	101.0	0.1
CCCn1ccc2c(OCC(=O)c3ccccc3)cccc2c1=O	103.0	0.2
CCOc1ccc(NC(=O)c2c(Nc3ccccc3C)sc(C(=O)c3ccc(Cl)cc3)c2N)cc1	112.0	1.2
Cc1ccc(C)c(SCC(=O)C(C#N)c2nc(C)cs2)c1 (configuration not stated)	111.0	1.1
O=C(NCCc1ccccc1)C(C(=O)c1ccccc1)n1ccccc1=O (configuration not stated)	103.0	-0.1
CCOCCc1nn2c(=O)cc(COC(=O)c3ccccc3NC(=O)c3cccs3)nc2s1	107.0	0.3
CCOc1ccc(N(CC)S(=O)(=O)N2CCCC(C(=O)Nc3cc(Cl)ccc3OC)C2)cc1 (configuration not stated)	106.0	-0.2
Cc1noc(C)c1CSc1ncccc1C(=O)N(C)c1ccc2ccccc2c1	106.0	-0.6
CC/C(=C/c1ccccc1)CN1CCCCC1	102.0	0
CC1=C(C(=O)Nc2ccc(Cl)cn2)C2(CCCCCC2)OC1=O	100.0	-0.4

From PubChem
